Screens as filed in PubChem.
G9a block – blocks human histone lysine methyltransferase G9a; 350,000 compounds, 8.8% hits; AID 504332; Potency, µM (top dose mostly 102 µM), without a hit: at the top dose activity, negative = inhibition, usual class: inhibitors; G9a H3K9 monomethylation, AlphaScreen, 2 h; note: potency is the fitted concentration of half-maximal effect; % is set by controls: 0 for no effect and ±100 for the full control effect; nearly all actives have a fitted effect of over 75% in size
Target sequence (Q96KQ7 913-1193 limits assumed): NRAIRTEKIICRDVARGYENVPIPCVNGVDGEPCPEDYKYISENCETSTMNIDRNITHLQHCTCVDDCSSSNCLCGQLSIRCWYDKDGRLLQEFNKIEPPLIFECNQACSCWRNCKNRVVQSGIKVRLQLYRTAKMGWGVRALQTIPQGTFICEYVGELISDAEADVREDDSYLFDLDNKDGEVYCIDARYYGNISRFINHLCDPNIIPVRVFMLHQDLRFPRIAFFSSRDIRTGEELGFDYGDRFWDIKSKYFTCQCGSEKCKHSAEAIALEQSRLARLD
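Enzyme 20 nM + cpd, 15 min RT; add b-H3K9 pep 500 nM / SAM 20 uM; 2 h RT; anti-H3K9me1 Ab 0.5 ug/mL + SA donor / anti-rabbit acceptor beads 20 ug/mL each, 10 min; AlphaScreen read.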
Pin1 inh – inhibitors of human Pin1; Q13526; Pin1 FP peptide displacement, HiFluor488, 10 min; Potency, µM (highest dose often 115 µM), for the others: at the top dose activity, negative = inhibition, hits mostly inhibitors; 390,000 compounds, 0.009% hits; AID 504891; active = well fitted inhibition curve with a large enough effect in the polarisation, with a control signal flat, not every such curve was filed as active; inconclusive = small, poorly fitted or top-dose-only effect, or effect the other way, or a change in a side signal; inactive = no such curve, though single readings can be large or run the other way; the % refers to the polarisation; note: potency is the fitted concentration of half-maximal effect; % is set by controls: 0 for no effect and ±100 for the full control effect
Target sequence (Q13526 whole entry, looked up): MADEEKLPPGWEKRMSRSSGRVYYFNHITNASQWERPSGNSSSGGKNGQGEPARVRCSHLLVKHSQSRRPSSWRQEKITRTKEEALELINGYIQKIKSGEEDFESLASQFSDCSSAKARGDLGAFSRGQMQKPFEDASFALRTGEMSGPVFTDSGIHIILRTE
PI4K2A inh – blocks human PI4K2A kinase activity | Q9BTU6 | activity change, negative = inhibition, % at 76.9 µM | 420,000 compounds, 0.13% hits | purified PI4K2A, ADP-Glo luminescence, 1 h; active compounds read low; in the data active = activity change below about -50%; inconclusive = mostly about -30% to -49%;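 note: -100% = wells without enzyme as full effect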
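In this quantitative HTS, ADP production by PI4K2A was quantified luminescently after 1 h at ambient temperature; 100 microM adenosine served as plate-quality control.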
ERG-DNA inh – blocks human ERG Ets domain binding to DNA | P11308 | fluorescence polarization, His-ERG Ets domain / labelled DNA | Potency, µM (titrated, usually from 76.9 µM), for the others: at the top dose FP activity, negative = inhibition, usual class: inhibitors | 370,000 compounds, 0.028% hits; active = well fitted inhibition curve with a large enough effect in the polarisation, with a control signal flat; inconclusive = small, poorly fitted or top-dose-only effect, or effect the other way, or a change in a side signal; inactive = no such curve, though single readings can be large or run the other way; the % refers to the polarisation;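 note: polarization taken with two DNA probes labelled with fluorescein and Texas red; potency is the fitted concentration of half-maximal effect; % of control where 0% means no effect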
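His-tagged ERG Ets domain (1 uM in the protein solution; 300mM KCl, 50mM Tris-HCl, 1mM EDTA, 1mM DTT, pH 7.5) received compound, then a probe mix of 5 nM fluorescein-DNA and 100nM Texas-615-DNA. Fluorescence polarization was read for both dyes.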
HP1b binding inh – HP1-beta chromodomain-methylated histone interaction inhibition; P83916; AlphaScreen HP1-beta / biotin-H3K9me3 peptide binding; Potency, µM (titrated, usually from 114 µM), for the others: at the highest dose activity change, negative = inhibition, actives largely listed as inhibitors; 390,000 compounds, 0.56% hits; AID 540317; note: potency is the fitted concentration of half-maximal effect; nearly all actives have a fitted effect of over 70% in size; inactives centre near 23
Target sequence (P83916 whole entry, looked up): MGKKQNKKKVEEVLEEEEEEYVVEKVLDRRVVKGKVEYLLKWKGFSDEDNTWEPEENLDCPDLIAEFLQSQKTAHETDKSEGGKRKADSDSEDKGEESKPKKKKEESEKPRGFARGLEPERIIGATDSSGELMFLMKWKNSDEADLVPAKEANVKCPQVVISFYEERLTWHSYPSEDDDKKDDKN
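AlphaScreen: HP1-beta (50 nM) preformed 30 min with biotin-H3(1-18)K9me3 peptide (50 nM) in PBS pH 7.4, 0.01% Tween-20. Compound added for 30 min at RT, then streptavidin donor/nickel chelate acceptor beads (10 ug/mL) for 30 min.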
Tb PGK inh – blocks T. brucei phosphoglycerate kinase; P07378; PGK/GAPDH coupled, Kinase-Glo luminescence, 60 min; Potency, µM (top dose mostly 57.5 µM), without a hit: top-dose activity change, negative = inhibition, most hits filed as inhibitors; 380,000 compounds, 0.043% hits; AID 602233; note: potency is the fitted concentration of half-maximal effect; % is set by controls: 0 for no effect and ±100 for the full control effect; nearly all actives have a fitted effect of over 60% in size
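Recombinant glycosomal PGK reaction used 1,3-bisphosphoglycerate generated in-well by GAPDH (100nM final) in 100mM TEA pH 7.6, 5mM MgCl2, 0.01% Tween-20. After 60 minutes at room temperature, ATP was read by Kinase-Glo Plus luminescence end-point.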
JMJD2A Tudor – blocks the human JMJD2A Tudor domain; AlphaScreen JMJD2A-Tudor / H3K4me3 peptide binding; Potency, µM (top dose mostly 114 µM), inactives show at the highest dose activity change, negative = inhibition, usual class: inhibitors; 390,000 compounds, 4.4% hits; AID 504339; note: potency is the fitted concentration of half-maximal effect; % is set by controls: 0 for no effect and ±100 for the full control effect; nearly all actives have a fitted effect of over 50% in size
GLS inhibitor – glutaminase GLS (human) inhibition. GLS enzymatic activity, qHTS titration. 410,000 compounds, 0.21% hits. AID 624170. Potency, µM (titrated, usually from 45.5 µM), inactives show at the highest dose activity change, negative = inhibition, most hits filed as inhibitors. O94925; note: potency is the fitted concentration of half-maximal effect; % is set by controls: 0 for no effect and ±100 for the full control effect
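Glutamate formation by hKGA was monitored fluorometrically using coupled glutamate oxidase, HRP and Amplex Red. Substrate was added as 1 mM L-glutamine solution; incubation was 30 min at RT after an initial read.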
BAZ2B block – BAZ2B (human) inhibition | Q9UIF8 | AlphaScreen BAZ2B-H3K14Ac peptide displacement | Potency, µM (doses to about 114 µM), for the others: at the top dose activity change, negative = inhibition, most hits filed as inhibitors | 360,000 compounds, 4.4% hits | AID 504333; note: potency is the fitted concentration of half-maximal effect; % is set by controls: 0 for no effect and ±100 for the full control effect; nearly all actives have a fitted effect of over 60% in size
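Multi-concentration screen (max 110 uM) measuring displacement of acetylated histone H3 peptide from BAZ2B by AlphaScreen, using 50 nM protein, 50 nM peptide and 10 ug/mL streptavidin donor plus Ni-chelate acceptor beads.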
Active calls of the source: *; i = inactive; ? = inconclusive; nt = no result given; [ ] = remark or other dose. Unless noted, calls come from the whole dose curve; as a rule, active = well fitted curve in the direction sought with a large enough effect; inconclusive = small, poorly fitted or top-dose-only effect, or another doubt; inactive = no such curve, though single readings can be large; an effect the other way counts as inactive or inconclusive. An unsorted share of the library; any-hit rate near 11%.

molecule,G9a block,Pin1 inh,PI4K2A inh,ERG-DNA inh,HP1b binding inh,Tb PGK inh,JMJD2A Tudor,GLS inhibitor,BAZ2B block
CCCc1ccc(OCc2ccc(C(=O)N/N=C/c3cccc([N+](=O)[O-])c3)o2)c(OC)c1,-7%[59 µM],-8%,8,-4%,32%,2%,-3%,1%,-1%
COc1ccc(S(=O)(=O)N2CCCCCC2)cc1C(=O)N(C)Cc1cccs1,8%[0.501 µM],-1%,-1,-1%,24%,-1%,-8%,4%,-4%
Cc1ccc(C)c(N2CCN(C(=O)C3CCN(S(=O)(=O)c4c(C)noc4C)CC3)CC2)c1,nt,4%,-2,-5%,20%,5%,-15%,2%,-15%
CSC(=S)NCc1cccnc1,?,-30%,4,2%,40%[activator],-7%,-10%,7%,-5%
COc1cc(C(=O)N2CCN(C(=O)COc3ccc4ccccc4c3)CC2)cc(OC)c1OC,-13%,-6%,-18,-7%,14%,-4%,-10%,3%,4%
CCCCOc1ccc(CNC(=O)c2ccc(-c3nc(CN4CCc5ccccc54)c(C)o3)cc2)cc1,8%[59 µM],1%,-3,-15%,10%[57 µM],-2%,-18%,-2%,-5%
Cc1ccc(C)c(S(=O)(=O)Nc2cccc(-n3cnnn3)c2)c1,20%,1%,-3,-4%,55%[activator],-1%,-14%,15%,-3%
O=C(COc1cccc2c1CCNC2=O)NC1CCCCC1,9%[0.501 µM],-1%,0,7%,25%,5%,-12%,-2%,8%
C[C@]1(C2CCCC2)Cc2cc(OCC(=O)O)c(Cl)c(Cl)c2C1=O,nt,-1%,-1,6%,32%,-8%,0%,0%,nt
O=C(CNc1ccc(Cl)c(C(F)(F)F)c1)N1CCN(S(=O)(=O)c2ccccc2)CC1,nt,-7%,0,20%,-33%,i,79µM*,-3%,nt
Cc1ccc(CN2CCNC(=O)C2CC(=O)N(C)C2CCOCC2)cc1 (centres undefined),50µM*,-9%,-1,16%,40%[activator],i,-8%,-1%,3%
Cc1ccccc1N1CCN(C2CCCN(C(=O)CCC(=O)N(C)C)C2)CC1 (centres undefined),nt,-3%,-1,21%,36%,-2%,-7%,11%,24%
Cc1cc(C)n2nc(C(=O)OCC(=O)Nc3ccc(C)c(F)c3)nc2n1,nt,-6%,-4,6%,28%,-3%,-6%,5%,nt
CC1=CC(=O)C=C(C)C1=NOc1ccc([N+](=O)[O-])cc1,?,1%,0,-3%,31%,13%,-16%,9%,-24%
CC(C)Cn1nnc2c(=O)oc3ccccc3c21,24%[0.0925 µM],-2%,-4,-9%,10%,-8%,-10%,6%,13%
C=CCc1ccccc1OCCn1nnc2ccccc21,-7%[0.501 µM],-4%,-4,6%,57%[activator],i,18%,-3%,12%
CC(C)(C)OC(=O)NCCCCCc1nnc(SCC(=O)Nc2cccc(Cl)c2)o1,-98%,1%,-2,0%,43%[activator],7%,-3%,18%,7%
CCOC(=O)c1oc2c(CN3CCN(CCO)CC3)c(O)c(CC)cc2c(=O)c1-c1nc2ccccc2s1,18µM*,-3%,3,-11%,16%,5%,-27%,0%,-35%
COc1ccc(-c2cn(-c3ccc(SC(F)F)cc3)c3[n+]2CCC3)cc1OC,?,-5%,-4,-8%,37%,i,-14%,1%,-29%
CCN(CC(=O)Nc1c(F)cccc1F)C(=O)c1ccc(COc2ccccc2)o1,15%[12.7 µM],-7%,1,-17%,-4%,-2%,-19%,-4%,9%
COC(=O)CC1COc2ccccc2N1C(=O)c1ccc(OC)cc1 (centres undefined),48%[59 µM],3%,-2,0%,1%,i,-22%,1%,-7%
O=C(Nc1ccc(N2CCOCC2)c(Cl)c1)c1ccc([N+](=O)[O-])o1,23%,2%,-3,-3%,14%,-4%,-26%,3%,-31%
Fc1ccccc1N1CCN(C(c2ccncc2)c2nnnn2C2CCCC2)CC1 (centres undefined),32µM*,-11%,-5,nt,41%[activator],3%[11.5 µM],-18%,6%,0%
Cc1cc(Nc2ccc(Br)cc2)nc2ccccc12,nt,0%,5,-14%,92%[activator],i,37%[activator],-6%,nt
